USP2a inhib = blocks human ubiquitin-specific protease USP2a; O75604; USP2a enzymatic assay, qHTS inhibition; Potency, µM (highest dose often 38.3 µM), for the others: at the top dose activity change, negative = inhibition, actives largely listed as inhibitors; 60,000 tested, 0.1% active; AID 927;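 note: potency is the fitted concentration of half-maximal effect; nearly all actives have a fitted effect of over 60% in size; plate controls were DMSO for no effect and NEM full inhibition control for full effect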
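20 nM USP2 core + cpd, 30 min RT; add 20 nM Ub-PLA2/20 uM NBD C6-HPC; read Ex460/Em535 at 0 h and 2.5 h. Normalized to NEM; qHTS curve fit/classification.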
A350 fluor = compound fluoresces in the Alexa 350 spectral region; Compound autofluorescence, 340/450 nm, Alexa 350 dye-equivalents; stronger effect = higher value; max dye-equivalent concentration, M; 59,000 tested, 11% active; in the data active = max dye-equivalent concentration above about 10 nM; inconclusive = mostly about 1.1 nM to 9.6 nM
BRCT PPI green = blocks human BRCA1 BRCT binding to phosphopeptide, green readout; P38398; BRCA1 BRCT-phosphopeptide binding, green fluorescence polarization; Potency, µM (top dose mostly 76.9 µM), inactives show at the top dose activity change, negative = inhibition, actives largely listed as inhibitors; 75,000 tested, 0.05% active; AID 875;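 note: potency is the fitted concentration of half-maximal effect; plate controls were peptide without protein for full effect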
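Fluorescence polarization: His-tagged BRCT (~35 kDa BRCA1 C-terminus, 250 nM) bound to 100 nM fluorescein-labeled phosphorylated 10-aa BACH1 peptide, pH 7.3 phosphate buffer with DTT and Tween 20. Compounds incubated 12 min at room temperature; inhibition read as lowered polarization.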
Caspase-1 inhib = blocks human caspase-1 allosterically or competitively; P29466; Caspase-1 enzyme, Ac-WEHD-AFC fluorogenic rate; Potency, µM (highest dose often 57.5 µM), for inactives: top-dose activity change, negative = inhibition, usual class: inhibitors; 75,000 tested, 0.03% active; AID 900;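 note: potency is the fitted concentration of half-maximal effect; plate controls were vehicle for no effect and no substrate for full effect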
Target sequence (P29466 120-297 limits assumed): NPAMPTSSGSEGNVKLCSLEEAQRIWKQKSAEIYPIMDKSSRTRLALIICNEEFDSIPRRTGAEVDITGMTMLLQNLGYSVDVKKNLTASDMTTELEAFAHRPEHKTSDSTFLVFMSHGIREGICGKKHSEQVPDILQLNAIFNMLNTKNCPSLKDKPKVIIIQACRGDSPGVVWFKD
Target sequence (P29466 317-404 limits assumed): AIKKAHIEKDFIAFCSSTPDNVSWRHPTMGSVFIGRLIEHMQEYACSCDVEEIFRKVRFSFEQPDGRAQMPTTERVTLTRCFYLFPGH
Casp7 inh = blocks human caspase-7 allosterically or competitively. P55210. recombinant caspase-7, Ac-DEVD-AFC fluorescence rate. Potency, µM (top dose mostly 57.5 µM), inactives show top-dose activity change, negative = inhibition, hits mostly inhibitors. 75,000 tested, 0.02% active. AID 889; active = well fitted inhibition curve with a large enough effect in the main read-out, with a control signal flat, not every such curve was filed as active; inconclusive = small, poorly fitted or top-dose-only effect, or a change in a side signal; note: potency is the fitted concentration of half-maximal effect; % of control where 0% means no effect
Target sequence (P55210 24-198 limits assumed): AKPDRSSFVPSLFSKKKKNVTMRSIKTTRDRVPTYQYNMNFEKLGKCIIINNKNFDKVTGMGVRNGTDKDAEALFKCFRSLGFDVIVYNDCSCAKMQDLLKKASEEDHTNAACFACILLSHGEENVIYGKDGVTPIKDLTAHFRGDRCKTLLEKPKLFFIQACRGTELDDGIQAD
Target sequence (P55210 207-303 limits assumed): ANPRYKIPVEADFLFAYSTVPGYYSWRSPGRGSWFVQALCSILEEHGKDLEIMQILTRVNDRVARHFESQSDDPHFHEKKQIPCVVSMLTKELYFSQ
BRCT inh red = inhibitors of human BRCA1 BRCT-phosphoprotein interaction (red fluorophore); P38398; BRCT-phosphopeptide binding, red fluorescence polarization; Potency, µM (series often up to 76.9 µM), for the others: top-dose activity change, negative = inhibition, usual class: inhibitors; 75,000 tested, 0.03% active; note: % is set by controls: 0 for no effect and ±100 for the full control effect
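Rhodamine-labelled pBACH1 10-mer (100 nM) bound to BRCT domain (100 nM) at pH 7.3; compounds incubated 12 min room temperature, polarization read. Free peptide defines full inhibition; unlabelled decapeptide titrated as control.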
Epigenetic mod = epigenetic modulators derepressing GFP locus in mouse cells; mouse C127i GFP locus derepression, cytometry, 30 h; Potency, µM (doses to about 46.1 µM), inactives show top-dose GFP derepression (activation); 68,000 tested, 0.09% active; AID 597; note: % of control where 0% means no effect
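Read-out is the number of GFP-positive cells, scored as fluorescent objects 20 to 120 um wide, reflecting derepression of a silenced CMV-GFP reporter in murine C127i cells after 30 h compound exposure at 37 C.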
Ub-GFP proteasome = inhibits proteasome, raising ubiquitin-GFP reporter fluorescence | AID 526 | 67,000 tested, under 10 active | Ubiquitin-GFP reporter cells, proteasome inhibition, GFP fluorescence; response scale: untreated = 0%, 10 µM MG-132 = 100% | Potency, µM (doses to about 45.9 µM), inactives show top-dose activation (GFP accumulation), actives largely listed as activators; active = well fitted activation curve with a large enough effect, not every such curve was filed as active; inconclusive = small, poorly fitted or top-dose-only effect, or another doubt; inactive = no such curve, though single readings can be large or run the other way; note: potency is the fitted concentration of half-maximal effect
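U2OS Ub(G76V)-GFP reporter; O/N plating, 0.5% FBS; cpd 46 uM–2.9 nM, 4 h, 37 °C; GFP+ cell count, 488/515 nm; norm. to basal vs 10 uM MG-132; CRC fit.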
Fluorescein fluor = compound fluoresces in the fluorescein spectral region; Compound autofluorescence, 480/540 nm, fluorescein-equivalent; stronger effect = higher value; max fluorescein-equivalent concentration, M; AID 593; 59,000 tested, 0.91% active; in the data active = max fluorescein-equivalent concentration above about 10 nM; inconclusive = between about 1.1 nM and that limit
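Each compound is tested across a concentration series in 100 mM Tris buffer at pH 8.0. After 15 min at room temperature, plates are imaged with 480 nm excitation and 540 nm emission filters, and intensities are converted to fluorescein-equivalent values.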
4-MU autofl = compound fluoresces in the 4-MU spectral region; compound autofluorescence, 340/450 nm, 4-MU equivalents; stronger effect = higher value; max dye-equivalent concentration, M; 59,000 tested, 11% active; in the data active = max dye-equivalent concentration above about 10 nM; inconclusive = mostly about 1.1 nM to 9.6 nM
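Compounds in 100 mM Tris, pH 8.0, sat 15 min at room temperature before fluorescence was read at 340 nm excitation/450 nm emission; a per-plate six-point 4-MU standard curve converted signals to dye-equivalent concentration at each compound concentration.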
HEK293 cAMP cs = raises cAMP in parental HEK293 cells, TSHR agonist counter-screen; 73,000 tested, 2.5% active; parental HEK293 CNG cAMP sensor, membrane potential fluorescence; Potency, µM (titrated, usually from 57.1 µM), inactives show top-dose activation, most hits filed as activators; note: potency is the fitted concentration of half-maximal effect; % of control where 0% means no effect; nearly all actives have a fitted effect of over 55% in size
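Counterscreen for endogenous-receptor signalling: CNG-channel HEK 293 cells report cAMP rise by membrane depolarization. After 60 min dye equilibration with 100 uM RO 20-1724, compounds incubated 30 min before bottom-read fluorescence at 590 nm.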
Starred values were filed as active, the others as inactive; i = inactive; ? = inconclusive; . = not tested or not shown; [ ] = remark or other dose. Unless noted, calls come from the whole dose curve; as a rule, active = well fitted curve in the direction sought with a large enough effect; inconclusive = small, poorly fitted or top-dose-only effect, or another doubt; inactive = no such curve, though single readings can be large; an effect the other way counts as inactive or inconclusive. Not all compounds are listed; rates above refer to the full screens.

SMILES | USP2a inhib | A350 fluor | BRCT PPI green | Caspase-1 inhib | Casp7 inh | BRCT inh red | Epigenetic mod | Ub-GFP proteasome | Fluorescein fluor | 4-MU autofl | HEK293 cAMP cs
COc1ccc(-c2ccc(=O)[nH]n2)cc1 | -8.1% | i | -2.3% | -0.9% | 0.3% | -2.0% | 0.0% | 0.9% | ? | i | 2.8%
CCCC12CN3CC(C)(CN(C1)C3c1ccc(OC)cc1)C2=O (stereo not drawn) | -3.1% | i | -1.6% | -1.1% | -0.5% | -1.3% | 1.1% | 2.5% | i | i | 14.4%
CC(C)Oc1ccc(CSc2nnc3n(C)c(=O)c4c5c(sc4n23)CCCC5)cc1 | 0.3% | i | -0.5% | 0.9% | -2.0% | 0.1% | 2.1% | -2.3% | i | i | 15.8µM*
CN(C(=O)c1ccccn1)c1nnc(-c2cccnc2)s1 | 7.3% | i | -0.5% | -1.4% | 2.2% | -0.5% | -1.2% | 1.5% | i | i | 5.2%
COc1ccc(-n2c(SCC(=O)NCC3CCCO3)nc3n[nH]c(C)c3c2=N)cc1 (stereo not drawn) | 5.2% | i | -1.5% | 0.5% | -2.4% | 1.2% | 0.0% | -16.2% | i | i | -7.4%
N=c1c2c3c(sc2nc2n1CCCCC2)CCCCC3 | 4.7%[7.66 µM] | . | -1.6% | 0.6% | 0.5% | 0.7% | 1.9% | 22.7%[9.17 µM] | . | . | 11.3%[11.4 µM]
CCc1cccc(C)c1NC(=O)c1cc(C)oc1C | -0.8% | i | -0.9% | 0.6% | -0.9% | -0.2% | -2.7% | 0.0% | i | i | 6.8%
CN1CCN(C(c2cccc(C(F)(F)F)c2)c2nnnn2C(C)(C)C)CC1 (stereo not drawn) | 5.2% | i | 1.2% | -2.5% | -0.5% | -3.4% | -1.7% | 3.8% | i | i | 7.4%
Cc1ccc(-c2nnn(CCC(=O)N3CCCCC3C)n2)cc1 (stereo not drawn) | 7.1% | i | -1.0% | 0.3% | -1.8% | 0.0% | 3.3% | -1.7% | ? | i | ?
CC(C)CCNC(=O)NC(=O)COc1ncnc2sccc12 | 16.7% | 1.01e-08M* | 7.1% | -6.3% | -6.2% | 0.5% | -0.4% | 0.1% | ? | ? | ?
CCCc1cc(C(=O)Nc2nccs2)cs1 | 6.6% | i | 0.7% | 0.5% | -0.4% | -1.0% | 0.0% | -4.9% | i | i | 17.2%
C=CCn1c(SCC(N)=O)nnc1-c1cc(Br)ccc1O | 3.0% | i | -1.9% | 0.2% | 1.0% | -1.2% | -2.7% | -2.5% | i | i | -1.1%
CCOc1ccc(CN2C(=O)CCC2(C)C(=O)NCc2cccnc2)cc1 (stereo not drawn) | . | . | -1.8% | 1.4% | 0.1% | 0.7% | . | 3.7% | . | . | 0.2%
Cc1noc(C)c1C(=O)Nc1c(F)cc(F)cc1Br | 0.3% | i | -0.6% | -1.7% | -0.3% | 0.1% | -2.7% | 5.8% | i | i | 0.6%
CC(=O)NC1(c2cccc(F)c2)CCN(C(=O)Nc2ccc(C#N)cc2)CC1 | 1.1% | i | -0.5% | 4.0% | -0.7% | -0.4% | -3.3% | 3.0% | ? | i | -10.0%
CCOc1ccc(-n2nc(C(=O)NCCOC)c3ccccc3c2=O)cc1 | 8.8% | ? | -1.5% | -0.6% | 0.9% | -0.8% | -2.8% | 10.5% | i | ? | 10.1%
Cc1ccc(S(=O)(=O)/N=C(/Nc2nc(C)cc(C)n2)N2CCOCC2)cc1 | 4.6%[7.66 µM] | . | -0.9% | 1.5% | -0.9% | -0.7% | 4.6% | 4.5%[9.17 µM] | . | . | 9.0%[11.4 µM]
O=C(CSc1ccc2nnc(-c3ccc(F)cc3)n2n1)N1CCOCC1 | . | . | -0.3% | 0.1% | -1.2% | 0.2% | . | -2.2% | . | . | 1.8%
O=C(OCc1nnc(-c2ccccc2)o1)c1ccc2ccccc2n1 | 24.6% | i | 6.2% | 2.1% | -1.5% | -1.3% | 4.1% | -6.2% | i | i | ?
O=C1CC(C2CCCO2)C(=O)N1c1cccc(Cl)c1 (stereo not drawn) | -5.5% | . | 0.6% | 0.6% | 2.1% | -2.2% | -5.7% | -0.3% | . | . | -0.3%
CCOc1ccc2[nH]c(=O)c(CN(Cc3cccs3)Cc3nnnn3C(C)(C)C)cc2c1 | 13.7% | 7.02e-08M* | -0.7% | -1.4% | -2.2% | -0.8% | 2.7% | -2.0% | ? | 5.91e-08M* | 25.1µM*
CCN1CCN(/C=N/c2nc3c(s2)CCCC3)CC1 | 1.2% | i | -1.9% | 0.1% | -2.5% | -0.6% | -1.2% | 0.3% | ? | i | 3.0%
CCOC(=O)N1CCN(C(=O)CN(c2ccc(C)c(C)c2)S(=O)(=O)c2ccccc2)CC1 | 18.3% | . | -0.2% | -3.6% | -2.1% | -0.3% | -4.1% | -6.9% | . | . | 14.4%
Cc1c(C#N)c2ccccc2n1CC(=O)NCCc1c[nH]c2ccccc12 | . | . | -1.9% | -1.2% | -5.6% | -1.0% | -2.3% | 15.3% | . | . | 4.1%
COC(=O)c1ccc(NC(=O)C2C3C=CC(O3)C2C(=O)O)cc1 (stereo not drawn) | -1.0% | i | -0.7% | -4.1% | -4.6% | 1.6% | 5.6% | 9.8% | ? | i | 19.2%
O=C(Nc1ccc(S(=O)(=O)N2CCOCC2)cc1)C1CCCCC1 | 9.3% | i | -0.9% | 0.7% | 1.3% | -3.4% | -3.2% | 0.5% | i | i | -2.3%
CCC(C)(C)NC(=O)C(c1cccn1C)N(Cc1ccc(C)cc1)C(=O)Cn1nnc2ccccc21 (stereo not drawn) | . | i | -0.4% | 0.0% | 1.7% | -0.1% | -2.3% | -0.7% | i | i | 15.8µM*
Cc1cc2ccc(C)c(C)c2nc1SCC#N | -1.9% | ? | 0.0% | -2.5% | -2.6% | -2.4% | -1.2% | -1.2% | i | i | 20µM*
OC1(c2ccccc2)C/C(=N\n2cnnc2)C=C1c1ccccc1 (stereo not drawn) | 8.8% | i | -0.6% | 0.6% | -0.6% | -3.6% | 5.7% | 3.8% | i | i | 1.6%
COc1ccc(C(=O)Oc2c(C)occc2=O)cc1OC | -7.0% | i | -2.0% | -1.2% | 0.1% | 1.8% | 0.0% | -2.6% | ? | i | -6.5%
COc1cc2c(CCNC(C)=O)c[nH]c2cc1O | -0.3% | ? | -0.8% | -4.2% | 0.8% | 0.2% | -3.3% | 8.6% | ? | ? | -10.7%
Cn1c(SCC(=O)NC(C)(C)C)nc(O)cc1=O | 3.9% | i | -1.8% | -1.3% | -0.6% | -0.8% | 2.2% | 1.0% | i | i | -0.5%
COc1cccc(C2NC(=O)c3ccccc3O2)c1OC (stereo not drawn) | -4.4% | 1.13e-07M* | -1.0% | -1.0% | -0.7% | 1.4% | 0.0% | 16.7% | i | 1.15e-07M* | 6.2%
COc1ccccc1N1CCN(C(=O)C2CCCO2)CC1 (stereo not drawn) | . | . | -0.6% | -5.7% | 0.1% | -1.1% | 7.0% | 8.0% | . | . | 2.6%
c1ccc(OCCn2c(-c3ccco3)nc3ccccc32)cc1 | . | . | 0.1% | -4.0% | -9.8% | -2.2% | . | . | . | . | 25.1µM*
COc1cccc(NC(=O)CN(c2cccc(C(F)(F)F)c2)S(C)(=O)=O)c1 | 9.0%[7.66 µM] | . | -0.4% | 1.2% | -0.3% | -1.5% | -1.5% | -9.1%[9.17 µM] | . | . | 12.7%[11.4 µM]
Cc1cc(N/C=C2\CCCCC2=O)no1 | -5.4% | i | -0.2% | -0.9% | -1.3% | 0.1% | -5.3% | -0.9% | i | i | 14.5%
CCOC(=O)c1[nH]c(C)c(C)c1C | 5.0% | i | 0.9% | 0.3% | -6.4% | -1.5% | -2.1% | -2.8% | i | i | 25.6%
Cc1ccc(-c2nc(CSCC(=O)NCc3cccnc3)c(C)o2)cc1 | 4.7% | i | -2.1% | 2.2% | -0.4% | -0.4% | 1.0% | 11.7% | i | i | 10.1%
CC1(C)CC(=O)C2=C(C1)OC(N)=C(C#N)C2C1CC=CCC1 (stereo not drawn) | 2.0% | i | -1.3% | 1.0% | 0.6% | -3.0% | 0.0% | 1.7% | ? | i | 21.4%
COc1ncnc2c1oc1nc(CC(C)C)c3c(c12)CCCC3 | -11.0% | ? | -1.4% | -0.4% | 0.0% | -0.8% | -2.2% | -1.8% | i | i | 14.6%
CN[C@@H]1[C@H](O[C@H]2[C@@H](O[C@@H]3[C@@H](O)[C@@H](O)[C@@H](N=C(N)N)[C@@H](O)[C@@H]3N=C(N)N)O[C@@H](C)[C@]2(O)CO)O[C@H](CO)[C@@H](O)[C@@H]1O | 10.8%[17.1 µM] | i | 0.2%[34.4 µM] | 1.0%[25.7 µM] | -0.8%[25.7 µM] | 0.1%[34.4 µM] | -1.7%[20.6 µM] | 2.1%[20.5 µM] | ? | i | 4.5%[25.6 µM]
